TbPYK inhibitor = blocks Trypanosoma brucei pyruvate kinase. TbPYK enzyme, Kinase-Glo Plus ATP luminescence, 45 min. 410,000 compounds, 0.12% hits. AID 624173. Potency, µM (doses to about 76.8 µM), for the others: top-dose activity, negative = inhibition, actives largely listed as inhibitors; also: potency is read from the fitted curve at half-maximal effect; nearly all actives have a fitted effect of over 50% in size
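Assay buffer: 50 mM TEA pH 7.2, 100 mM KCl, 10 mM MgCl2, 0.05% BSA, 0.01% Tween-20. Pyruvate kinase from T. brucei plus substrate met compound, then ADP (130 uM final). Luminescence was read post 45 min RT.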
AmpC inh no detg = blocks E. coli AmpC beta-lactamase in detergent-free assay; P00811; AmpC nitrocefin hydrolysis, absorbance 480 nm, 0.0001% Triton; Potency, µM (doses to about 57.1 µM), for inactives: at the highest dose activity change, negative = inhibition, most hits filed as inhibitors; 330,000 compounds, 0.52% hits; AID 485341;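 also: potency is read from the fitted curve at half-maximal effect; plate controls were no compound for no effect and no enzyme for full effect; nearly all actives have a fitted effect of over 20% in size; some results filed as inactive show a strong effect at the top dose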
Target sequence (P00811 whole entry, looked up): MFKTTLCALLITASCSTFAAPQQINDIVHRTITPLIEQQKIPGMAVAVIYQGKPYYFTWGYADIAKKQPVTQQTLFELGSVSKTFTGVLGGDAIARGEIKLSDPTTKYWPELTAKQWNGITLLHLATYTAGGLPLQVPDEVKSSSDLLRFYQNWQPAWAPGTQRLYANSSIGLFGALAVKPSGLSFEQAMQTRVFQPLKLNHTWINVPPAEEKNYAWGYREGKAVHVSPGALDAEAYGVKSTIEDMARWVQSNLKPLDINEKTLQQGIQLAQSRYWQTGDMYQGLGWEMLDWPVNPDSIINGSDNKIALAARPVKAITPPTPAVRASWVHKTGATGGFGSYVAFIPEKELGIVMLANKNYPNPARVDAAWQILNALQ
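AmpC (5.3 nM in the dispensed reagent) in 20 mM phosphate pH 7.0 with 0.01% (detergent screen) or 0.0001% Triton X-100 was preincubated with compounds for 15 min at room temperature. Nitrocefin was then added from an 800 uM solution, and hydrolysis was followed at 480 nm.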
HCMV antiviral = inhibitors of human cytomegalovirus; activity change, negative = inhibition, % at 57.5 µM; HFF cells, HCMV-luciferase reporter, 72 h; hits give low values; 410,000 compounds, 4.5% hits; in the data active = activity change below about -60%; inconclusive = no clear call, values can overlap the other calls; inactive = above about -39%
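Luciferase read-out from HCMV-luciferase-infected HFFs (MOI 1 PFU/cell) 72 h post infection at 37C; compounds added after 16 h cell attachment; activity normalized between buffer-only basal and Salinomycin (10uM) inhibitor controls.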
AmpC detergent = AmpC beta-lactamase inhibition with detergent present | P00811 | AmpC hydrolysis of nitrocefin, absorbance 480 nm, 0.01% Triton | Potency, µM (top dose mostly 114 µM), for inactives: top-dose activity change, negative = inhibition, usual class: inhibitors | 370,000 compounds, 0.041% hits | AID 485294;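 also: potency is read from the fitted curve at half-maximal effect; 0% = no-compound wells and -100% = no-enzyme wells; nearly all actives have a fitted effect of over 25% in size; some results filed as inactive show a strong effect at the top dose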
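20 mM phosphate pH 7.0 + 0.01% (detergent screen) or 0.0001% Triton X-100; 5.3 nM AmpC reagent; cpd preinc 15 min RT; nitrocefin (800 uM stock) to start; A480 q20 s × 4 min; Activity was normalised to no-enzyme and no-compound control wells.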
LmPK inhibitor = inhibitors of Leishmania mexicana pyruvate kinase; 290,000 compounds, 0.37% hits; AID 1721; purified LmPK, Kinase-Glo ATP luminescence, 1 h; Potency, µM (titrated, usually from 57.5 µM), inactives show at the top dose activity change, negative = inhibition, actives largely listed as inhibitors; Q27686; also: potency is read from the fitted curve at half-maximal effect
Target sequence (Q27686 whole entry, looked up): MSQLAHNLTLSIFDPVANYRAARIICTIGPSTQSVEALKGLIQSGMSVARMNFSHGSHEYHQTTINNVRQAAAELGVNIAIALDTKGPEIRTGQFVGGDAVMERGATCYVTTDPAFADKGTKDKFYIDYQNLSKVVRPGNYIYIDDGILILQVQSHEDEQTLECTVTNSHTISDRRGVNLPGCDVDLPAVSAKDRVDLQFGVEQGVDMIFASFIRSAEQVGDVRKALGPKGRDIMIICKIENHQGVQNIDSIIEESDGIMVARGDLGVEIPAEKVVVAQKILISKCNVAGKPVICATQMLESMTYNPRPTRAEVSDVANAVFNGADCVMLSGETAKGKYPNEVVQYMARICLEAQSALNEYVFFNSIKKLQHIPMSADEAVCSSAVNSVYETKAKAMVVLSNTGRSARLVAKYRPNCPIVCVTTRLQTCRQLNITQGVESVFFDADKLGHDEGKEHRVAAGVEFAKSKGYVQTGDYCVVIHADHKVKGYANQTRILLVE
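Pyruvate kinase activity monitored as ATP production (luciferase luminescence). Conditions: 0.1 nM enzyme, 0.5 mM PEP, 0.1 mM ADP, 1 h, RT; normalized against uninhibited and no-enzyme wells.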
HCV inhibitor = HCV inhibition; Huh7.5.1 HCVcc-Cre infection, luciferase reporter, 44 h; 340,000 compounds, 3.4% hits; Potency, µM (highest dose often 41.8 µM), without a hit: at the top dose activity change, negative = inhibition, hits mostly inhibitors; also: potency is read from the fitted curve at half-maximal effect
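Whole-lifecycle infectious HCVcc-Cre system; cells 1,000/well, compound then virus (~0.5 moi) added 4 h after plating, 44 h culture. Luciferase read 15 sec following 15 min substrate incubation, room temp.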
AMA1 RON2 block = inhibitors of Plasmodium falciparum AMA1-RON2 interaction | AlphaScreen AMA1-biotinylated RON2 peptide binding | Potency, µM (series often up to 58.2 µM), inactives show at the highest dose activity change, negative = inhibition, usual class: inhibitors | 360,000 compounds, 0.2% hits | AID 720542;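 also: potency is read from the fitted curve at half-maximal effect; 0% = vehicle wells and -100% = peptide control; nearly all actives have a fitted effect of over 45% in size; some results filed as inactive show a strong effect at the top dose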
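AMA1 (3D7) with his tag at 25 nM final met compounds first, then biotinylated RON2 peptide at 25 nM; detection used donor plus acceptor beads, 10 µg/mL apiece, read by AlphaScreen after 30 min at room temperature.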
* hit, by the source's call; ? = inconclusive; · = no result given; & = joins results of further samples; [ ] = remark or other dose. Unless noted, calls follow the shape of the dose curve; as a rule, active = well fitted curve in the direction sought with a large enough effect; inconclusive = small, poorly fitted or top-dose-only effect, or another doubt; inactive = no such curve, though single readings can be large; an effect the other way counts as inactive or inconclusive. Unless noted, % is scaled to controls: 0 for no effect and ±100 for the full control effect.

Preview:
Values run as follows: TbPYK inhibitor	AmpC inh no detg	HCMV antiviral	AmpC detergent	LmPK inhibitor	HCV inhibitor	AMA1 RON2 block
1	Cc1c(CNCCc2ccccc2)c(C(=O)O)c(C)n1-c1ccccc1
→ -15.1%	-26.9%	?	1.9%	0.8%	6.7%	-9.6%
2	O=C(CN1C(=O)NC2(CCCCC2)C1=O)Nc1cccc2ncccc12
→ 5.5%	-5.0%	-10.9	-1.5%	·	4.0%	3.9%

All compounds of this part, previewed entries included:
Values run as follows: TbPYK inhibitor	AmpC inh no detg	HCMV antiviral	AmpC detergent	LmPK inhibitor	HCV inhibitor	AMA1 RON2 block
1	Cc1c(CNCCc2ccccc2)c(C(=O)O)c(C)n1-c1ccccc1
→ -15.1%	-26.9%	?	1.9%	0.8%	6.7%	-9.6%
2	O=C(CN1C(=O)NC2(CCCCC2)C1=O)Nc1cccc2ncccc12
→ 5.5%	-5.0%	-10.9	-1.5%	·	4.0%	3.9%
3	CC1(C)Cc2nc3sc(C(=O)NCCO)c(N)c3cc2CO1
→ 3.0%	-15.2%	96.6	1.0%	-8.9%	8.5%	-0.4%
4	Cc1ccc(NC(=O)CC2SC3=NCCCN3C2=O)c(C)c1 (stereo not drawn)
→ 8.6%	-2.4%	5.8	-13.9%	-11.0%	13.5%	0.0%
5	CC(=O)Nc1nc2ccccc2n1Cc1ccccc1
→ -2.7%	-12.5%	-10.8	3.5%	-3.8%	-3.9%	48.9%[activator]
6	CC1Oc2ccc(C#N)cc2N(Cc2ccccc2OC(F)(F)F)C1=O (stereo not drawn)
→ 2.5%	·	-38.0	·	·	·	-5.9%
7	C1=CC2CC1CC2CN1CCN(c2ccccc2)CC1 (stereo not drawn)
→ 1.8%	-28.0%	-21.8	?	0.3%	-6.6%	-15.4%
8	CSc1ccccc1OCc1cc(C(=O)NC2CCOC(C)(C)C2)no1 (stereo not drawn)
→ -5.3%	61.1%[activator]	0.7	-10.3%	3.1%	·	9.2%
9	CCOC(=O)C1CCN(c2cc3c(cc2NC(=O)c2ccccc2Cl)n(C)c(=O)n3C)CC1
→ -0.5%&-0.3%	208.7%[activator]	10.3&76.8	-14.3%&-6.6%	-0.8%	?	-4.3%
10	CCOc1ccc(-c2nc(CSCC(=O)NCC3CCCO3)c(C)o2)cc1 (stereo not drawn)
→ 2.1%	71.5%[activator]	-9.0	1.0%	-3.9%	-18.5%	4.7%
11	C#CCOCCOCCOCCNc1nc(N2CCN(C(=O)[C@H](CCCCN)n3cc(CN)nn3)CC2)nc(N2CCN(C(=O)[C@H](CCC(=O)O)n3cc([C@@H](N)[C@H](C)CC)nn3)CC2)n1
→ -2.0%	42.9%	-16.5	·	·	43.3%[activator]	23.5%
12	COc1ccc(-c2csc(C(C)(NC(C)=O)c3ccccc3)n2)cc1 (stereo not drawn)
→ 1.9%	·	-5.0	·	·	·	-15.1%
13	COc1ccc(NC(=O)C2CCCO2)cc1OC (stereo not drawn)
→ 0.4%	-12.8%	6.0	-9.0%	2.4%	5.6%	-3.5%
14	Cc1ccc(-n2nc(C(=O)Nc3ccc(F)cc3F)c3c4ccccc4n(C)c3c2=O)cc1
→ -3.1%	·	1.7	2.0%	·	·	·
15	COc1ccc(NS(=O)(=O)c2ccc(-c3coc(C)n3)cc2)cc1OC
→ 0.0%	-16.8%	-92.4*	-3.6%	6.3%	?	-10.9%
16	O=C(COc1ccccc1[N+](=O)[O-])NCCC1=CCCCC1
→ 0.5%	44.0%	-17.2	1.3%	11.7%	2.2%	-11.0%
17	O=C(c1cccc(C(=O)N2CCN(c3ccccc3)CC2)c1)N1CCN(c2ccccc2)CC1
→ 5.1%	126.9%[activator]	?	?	-9.3%	?	-11.0%
18	CNC(=S)Nc1cccc(S(=O)(=O)NC2=NCCC2)c1
→ -5.7%	-48.7%	6.4	1.3%	4.2%[11.5 µM]	14.8%	-1.2%
19	CC1(C(=O)Nc2cccc(C#N)c2)CCN1C(=O)Cc1ccc(-c2ccccc2)cc1 (stereo not drawn)
→ 1.6%	·	-61.3*	·	·	·	3.8%
20	CN(C)C1CCc2[nH]c3c(F)cc(F)cc3c2C1 (stereo not drawn)
→ -1.2%	·	5.8	·	·	·	-0.4%
21	CCOc1ccc(C(=O)NCC(=O)OCC(=O)N2CCCCC2)cc1
→ 4.6%	-0.2%	38.7	?	-2.8%	?	3.8%
22	COc1ccc(NC(=O)CN(C)C(=O)c2cn(-c3ccccc3)nc2-c2cccnc2)cc1
→ -0.9%	63.1%[activator]	-39.3	3.9%	·	-3.0%	76.2%[activator]
23	CCCCN(C(=O)c1ccccc1OCc1ccc(F)cc1)c1c(N)n(CCC)c(=O)[nH]c1=O
→ 0.1%	52.7%	-8.7	-7.9%	-1.5%	-7.3%	2.8%
24	NC(=O)c1ccc(NC(=O)COC(=O)CC23CC4CC(CC(Br)(C4)C2)C3)cc1
→ 4.3%	-22.8%	2.5	·	·	6.5%	-2.3%
25	O=C(Nc1ccc(Cn2cccn2)cc1)c1ccc(COc2ccc(Br)cc2)cc1
→ -9.3%	-27.9%	21.6	3.4%	-6.4%	8.5%	2.0%
26	COc1ccccc1-c1oc2ccccc2c1C#CCCCCO
→ 1.1%	69.1%[activator]	4.7	0.2%	·	?	-1.0%
27	CCN(CC)CCCN(Cc1cc2cc3c(cc2[nH]c1=O)OCO3)C(=S)NCCCOC
→ -0.8%	1.1%	5.6	5.2%	-2.0%	-6.1%	0.0%
28	CCN(CC)C(=O)N1c2ccccc2Sc2ccccc21
→ -1.5%	-2.8%	?	-16.5%	0.2%	-22.1%	15.6%
29	Cc1cc(C(C#N)c2ccccc2F)n2ncnc2n1 (stereo not drawn)
→ -0.8%	-25.1%	2.9	-0.7%	-2.3%	13.9%	-12.4%
30	CC(C)NS(=O)(=O)c1ccc(CCC(=O)Nc2cc(Cl)ccc2Oc2ccccc2)cc1
→ -12.1%	-15.1%	·	-0.8%	2.2%	6.31µM*	-10.5%
31	O=C(Nc1ccccc1)c1cccc(N2C(=O)C3C4C=CC(C4)C3C2=O)c1 (stereo not drawn)
→ 3.1%	-14.5%	21.4	-9.8%	-6.1%	-10.6%	-4.9%
32	Cc1cccc(N=C2NC(=O)c3cc([N+](=O)[O-])ccc32)c1
→ -0.5%	-24.7%	-1.9	1.2%	4.6%	-9.3%	-1.6%
33	O=C(Nc1cccc([N+](=O)[O-])c1)C1CC(=O)N(Cc2ccccc2)C1 (stereo not drawn)
→ -2.9%	0.5%	-39.3	0.9%	4.6%	-1.9%	-15.4%
34	CC(C)(C)OC(=O)N1CCC(c2c(C(=O)NCCN3CCOCC3)cnn2-c2ccc(F)cc2F)CC1
→ -1.6%[15.4 µM]	·	0.0	-7.3%	·	·	·
35	CS(=O)(=O)Nc1ccc(C(=O)N2CCCC2)cc1
→ 4.8%	-8.6%	38.2	-0.7%	12.1%	1.5%	3.2%
36	CC(C)c1cc(CN2CCN(CCC#N)CC2)cc(C(C)C)c1O
→ -3.9%	-35.0%	42.1	-2.1%	-1.7%	16.6%	-8.6%
37	Cc1ccnn1CCSCC(=O)O
→ -0.8%	-10.6%	35.8	?	0.3%	19.5%	-2.6%
38	CN(CC1CCOCC1)C(=O)c1ccc2nc(Cc3cccc(Cl)c3)oc2c1
→ -1.0%	156.2%[activator]	14.6	5.0%	-9.2%	-27.6%	-7.9%
39	CCC(=O)N1CCc2cc(S(=O)(=O)NC(C(=O)NCCc3ccc(Cl)cc3)C(C)C)ccc21 (stereo not drawn)
→ 5.6%	·	-0.9	0.7%	·	·	·
40	O=C(NC(=S)N(CCO)Cc1ccccc1)c1cc(Br)ccc1Cl
→ 1.9%	-33.5%	25.5	0.9%	3.0%	16.8%	71.0%[activator]
41	CCCCCCN(C(=O)CCCCCN1C(=O)NC(c2ccc(-c3ccccc3)cc2)C(C(=O)OCc2ccccc2)=C1C)C(C(=O)NCCCC)c1ccccc1 (stereo not drawn)
→ ·	-8.2%	18.3	4.0%	1.2%	·	·
42	CCOC(=O)c1c(C)noc1CP(=O)(c1ccccc1)c1ccccc1
→ 1.3%	-2.7%	-0.7	?	-2.4%	3.3%	10.2%
43	Cc1c(C(=O)N2CCOCC2)sc2nc(-c3ccccc3)cn12
→ -5.1%	-0.2%	49.5	-0.2%	-18.3%	11.0%	-10.7%
44	COC(=O)c1cccc(CSc2nnc(C)s2)c1
→ -12.4%	-21.7%	20.4	-5.7%	-0.7%	-1.5%	-0.7%
45	CN(CC(=O)N1CCCCCC1)S(=O)(=O)c1ccc(F)cc1
→ 1.5%	-2.2%	15.3	1.7%	-1.1%	6.1%	-2.9%
46	Cc1ccc(CCNC(=O)c2ccc(CS(=O)(=O)c3ccc(Cl)cc3)o2)cc1
→ -14.9%	·	14.0	-10.0%	·	·	·
47	CCCCCc1ccc(-c2ccc(OCC)cc2)nc1
→ 4.5%	-8.6%	-37.8	3.3%	-2.1%	-2.2%	18.0%
48	COc1cc(/C=C/C(=O)OCC(=O)NC(=O)NC2CCCC2)ccc1OCC#N
→ -12.8%	-12.9%	-3.4	?	·	?	14.4%
49	CCOc1ccc(Br)cc1S(=O)(=O)Nc1cccc(S(=O)(=O)N2CCOCC2)c1
→ 5.6%	·	-35.8	·	·	-1.1%	-9.8%
50	C=CCn1c(C)cc(C(=O)CSc2nnc(NCc3ccccc3)s2)c1C
→ -25.7%	-14.7%	1.2	-0.9%	13.8%	?	-27.7%
51	COc1cccc(C(C)NC(=O)Nc2cccc(C(F)(F)F)c2)c1 (stereo not drawn)
→ -3.7%	-20.1%	-4.2	4.9%	4.1%	-11.8%	-11.0%
52	CCOC(=O)C1CCN(C(=O)COC(=O)c2ccc(Br)o2)CC1
→ 9.6%	14.8%	1.4	-0.6%	-5.1%	-2.8%	14.6%
53	NC(=O)c1ccsc1NC(=O)COC(=O)Cc1ccccc1
→ -2.0%	-28.8%	-33.0	-8.7%	·	9.8%	23.6%
54	COc1cc2cc(CN(Cc3ccc4c(c3)OCO4)C(=O)c3ccco3)c(=O)[nH]c2cc1OC
→ -6.2%	·	38.0	·	·	-29.1%	-6.6%
55	Cn1c(SCC(=O)NC2CC2)nnc1-c1ccc(Cl)cc1
→ 1.7%	-23.0%	-3.8	5.3%	·	15.2%	4.2%
56	COC(=O)c1ccc([C@H](NC(=O)c2ccco2)[C@]2(C)C[C@H]2C2CCCCC2)cc1
→ 0.1%	·	12.2	·	·	33.7%[activator]	-23.5%
57	Cc1ccc2[nH]c3c(=O)n(CCC4=CCCCC4)cnc3c2c1
→ -1.4%	-31.9%	1.8	-4.0%	0.0%	11.2%	-0.1%

Screens as filed in PubChem BioAssay.
